Bioassay records deposited in PubChem BioAssay by The Scripps Research Institute Molecular Screening Center.
CHO-K1 Ca ag: nonselective activator or artifact in parental CHO-K1 cells; Fluo-8 calcium fluorescence; scaled to maximal ATP response, vehicle zero; activation, % at 3 µM; actives 0.48% (n = 360,000); AID 602248; in the data active = activation above about 15%;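 note: untransfected CHO-K1 host cells lacking M1 receptor as counterscreen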
M5 ag: CHRM5 agonism in calcium assay. P08912. CHO-K1 hM5 cells, Fluo-8 calcium fluorescence; 0% DMSO wells, 100% maximal acetylcholine response. activation, % at 3 µM. actives 0.19% (n = 360,000);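 active = activation above the run's mean over test compounds plus 3 SD, cut at about 23% in these data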;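 note: signal is peak over basal fluorescence ratio across the kinetic read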
Target sequence (P08912 whole entry, looked up): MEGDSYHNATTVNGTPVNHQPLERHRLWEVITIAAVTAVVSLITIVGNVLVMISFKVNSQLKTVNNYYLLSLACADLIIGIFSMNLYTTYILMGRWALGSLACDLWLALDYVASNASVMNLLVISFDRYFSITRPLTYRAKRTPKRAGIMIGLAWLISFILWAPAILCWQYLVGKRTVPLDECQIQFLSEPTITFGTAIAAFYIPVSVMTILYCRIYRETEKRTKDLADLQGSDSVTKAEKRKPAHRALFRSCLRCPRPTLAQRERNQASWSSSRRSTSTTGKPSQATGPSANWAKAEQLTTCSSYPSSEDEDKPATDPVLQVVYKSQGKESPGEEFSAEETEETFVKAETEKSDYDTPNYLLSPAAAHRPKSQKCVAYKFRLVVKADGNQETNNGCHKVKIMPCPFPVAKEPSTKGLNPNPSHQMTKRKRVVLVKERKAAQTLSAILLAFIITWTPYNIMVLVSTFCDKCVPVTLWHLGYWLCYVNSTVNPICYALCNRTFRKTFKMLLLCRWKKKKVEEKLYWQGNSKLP
M5 PAM: CHRM5 positive allosteric modulation; CHO-K1 hM5, Fluo-8 calcium, ACh EC20 PAM; 0% = ACh EC20, 100% = ACh EC100; activation, % at 3 µM; actives 0.3% (n = 360,000); P08912;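 active = activation above the run cutoff, the mean activation of all test compounds plus 3 SD, cut at about 18% in these data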
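system = human M5 receptor in CHO-K1 cells | reagent = EC20 acetylcholine as agonist stimulus | compound dosing = single-point, 3 µM nominal | incubation = Fluo-8 loading 80 min at 37 °C plus 30 min room temperature | detection = Fluo-8 calcium dye fluorescence, kinetic read | benchmarks = low control EC20 acetylcholine (0%), high control EC100 acetylcholine (100%)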
M4 ag: CHRM4 agonism in calcium assay | P08173 | CHO-K1 hM4/Gqi5, Fluo-8 calcium fluorescence; vehicle 0%, full acetylcholine response 100% | activation, % at 3 µM | actives 0.14% (n = 360,000) | AID 624127;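 active = activation above the run mean over all test wells plus 3 SD, cut at about 32% in these data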;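 note: peak over basal fluorescence ratio per well then scaled between controls; 0% = DMSO wells and 100% = acetylcholine at EC100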
Target sequence (P08173 whole entry, looked up): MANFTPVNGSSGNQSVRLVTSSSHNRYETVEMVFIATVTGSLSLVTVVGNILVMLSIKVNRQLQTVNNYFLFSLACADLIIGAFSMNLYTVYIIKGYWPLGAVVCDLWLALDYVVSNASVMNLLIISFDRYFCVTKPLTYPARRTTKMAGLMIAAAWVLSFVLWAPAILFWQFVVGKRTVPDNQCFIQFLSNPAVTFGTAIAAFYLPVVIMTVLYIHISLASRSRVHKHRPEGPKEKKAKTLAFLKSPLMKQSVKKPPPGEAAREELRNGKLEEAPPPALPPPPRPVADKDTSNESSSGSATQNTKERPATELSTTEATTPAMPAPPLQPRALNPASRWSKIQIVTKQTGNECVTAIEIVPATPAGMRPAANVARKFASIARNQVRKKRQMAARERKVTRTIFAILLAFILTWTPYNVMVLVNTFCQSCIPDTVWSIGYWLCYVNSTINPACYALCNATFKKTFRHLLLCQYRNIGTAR
M4 PAM: CHRM4 positive allosteric modulation; P08173; CHO-K1 hM4/Gqi5, Fluo-8 calcium fluorescence, ACh EC20; 0% = ACh EC20, 100% = maximal ACh; activation, % at 3 µM; actives 0.4% (n = 360,000);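 active = activation above its plate's cutoff, the mean activation of sample wells plus 3 SD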; note: some results filed as inactive read as strong as hits
M5 antag: blocks acetylcholine activation of human M5 receptor; P08912; CHO-hM5 cells, Fluo-8 calcium fluorescence, ACh EC80; inhibition, % at 3 µM; actives 0.59% (n = 360,000); AID 624040;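 active = inhibition above a per-plate cutoff, the mean of that plate's test compounds plus 3 SD, cut at about 27% in these data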;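 note: 0% = acetylcholine EC80 with DMSO and 100% = DMSO without agonist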
CHO-K1 Ca PAM: nonselective activator or artifact in parental CHO-K1 calcium assay. ATP EC20, Fluo-8 calcium fluorescence; 0% at ATP EC20, 100% at ATP max. activation, % at 3 µM. actives 0.02% (n = 360,000). AID 602247;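 active = activation above the run cutoff, the mean activation of all test compounds plus 3 SD, cut at about 40% in these data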;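 note: peak over basal fluorescence ratio in a 140 s read after ATP addition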
CHRM4 antagonist: antagonists of human muscarinic M4 receptor (CHRM4); CHO-hM4 cells, ACh EC80, Fluo-8 calcium fluorescence; inhibition, % at 3 µM; actives 0.73% (n = 360,000);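 active = inhibition above its plate's cutoff, the mean inhibition of sample wells plus 3 SD, cut at about 27% in these data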;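 note: 0% = acetylcholine EC80 with DMSO and 100% = DMSO without agonist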
CHO-K1 Ca antag: counter-screen for M1 antagonists: effect in parental CHO-K1 cells; ATP-induced calcium, Fluo-8 fluorescence; inhibition, % at 3 µM; actives 0.6% (n = 360,000); AID 602250;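 active = inhibition above a per-plate cutoff, the plate's mean sample inhibition plus 3 SD, cut at about 24% in these data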;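 note: 0% = DMSO plus EC80 ATP and 100% = DMSO alone without ATP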
The depositor's hits bear a star.

SMILES	CHO-K1 Ca ag	M5 ag	M5 PAM	M4 ag	M4 PAM	M5 antag	CHO-K1 Ca PAM	CHRM4 antagonist	CHO-K1 Ca antag
COc1cc(C2C(C(=O)/C=C/c3ccccc3)=C(O)C(=O)N2c2ccccn2)ccc1O (stereo unspecified)	3.9	10	-1	4	-6	-1	-2	14	12
Cc1cc(C)c2nc3nc(C)c(C)cc3c(N)c2c1	-0.5	-3	2	1	1	-5	-2	-1	11
CC(NC(=O)C(c1ccccc1)c1ccccc1)C(=O)O (stereo unspecified)	0.5	-1	1	2	-8	-1	5	-1	-14
CCc1c(-c2ccccc2)[n+](=O)c2c(n1[O-])CCC2	2.5	0	-6	8	0	13	7	2	-6
CC1=C([N+](=O)[O-])C(c2ccccc2Cl)NC(=O)N1C (stereo unspecified)	17*	-2	2	0	-4	-3	23	2	-10
COc1ccc(NC(=O)Nc2ccc(Cc3ccncc3)cc2)cc1OC	1.4	-6	-28	5	-4	5	3	-1	5
CN(C)c1ccc(-c2csc(C(C)(O)c3ccccc3)n2)cc1 (stereo unspecified)	5.3	0	-13	7	-1	9	14	-17	-7
COc1ccccc1CNc1cccc(C)n1	0.3	-2	-3	1	-1	3	-9	0	2
Cc1ccc(N(C(=O)Cn2nnc3ccccc32)C(C(=O)NCc2ccccc2)c2ccccn2)cc1 (stereo unspecified)	0.9	0	-5	3	0	8	13	6	-1
Cc1cc(C(=O)COC(=O)c2ccc[nH]c2=O)c(C)n1C1CC1	0.0	-2	-2	0	-6	1	19	3	-18
c1csc(Cc2nc(-c3ccc(-n4cccc4)cc3)no2)c1	-0.5	0	-8	0	-2	7	-12	9	8
COC(=O)c1cccnc1NC(=S)NC1CCCCC1	3.9	-3	2	1	1	4	26	-6	-27
CCC1CCCN1Cn1cnc2c([nH]c3ccc(C)cc32)c1=O (stereo unspecified)	1.7	-3	0	1	-1	1	24	3	-10
c1ccc(C2CCC(N3CCN(c4ccccc4)CC3)CC2)cc1 (stereo unspecified)	2.1	-26	-17	-2	-11	-1	3	-3	-5
O=C1CSC(=S)N1c1cccc(Cl)c1	1.3	0	-6	1	-3	23	12	3	-3
CCc1ccc(C2CC(=O)Nc3c2c(=O)nc2c(C)cccn32)cc1 (stereo unspecified)	-0.1	6	15	0	11	-10	12	4	-12
CNC(=O)CSc1nnc(COc2ccc(Cl)cc2)n1CCOC	0.4	1	-5	1	-1	-7	14	4	-13
COc1ccc(C(=O)N/C(=C/c2cccnc2)C(=O)N2CCOCC2)cc1OC	0.9	3	-7	1	5	0	-1	-4	-3
NC(=O)NN=C(C1CC1)C1CC1	0.5	-3	-12	0	0	7	8	-3	-10
N#Cc1sc2nc(-c3cccs3)cc(-c3ccc(Cl)cc3)c2c1N	-0.2	-1	1	0	16	16	-5	15	7
CCCCCCn1c(=O)n2n(c1=O)C[C@]1(OC(=O)NCc3ccccc3)CN(S(=O)(=O)c3ccc(C)cc3)C[C@]1(O)C2	0.3	0	-3	0	-5	-3	2	-7	-7
CSc1nc(O)c(C(c2ccccc2Cl)c2c(O)nc(SC)[nH]c2=O)c(=O)[nH]1	1.3	0	-3	1	12	0	17	-6	-19
CCCCN(C)S(=O)(=O)c1ccc(C(=O)N=c2sc3cc(NC(C)=O)ccc3n2C)cc1	0.2	0	-1	0	7	-9	19	-14	-17
CN(CCOc1ccccc1)S(=O)(=O)c1ccccc1C#N	0.5	-4	1	1	1	10	8	4	0
O=S1(=O)C=CC(Sc2nc3ccccc3[nH]2)C1 (stereo unspecified)	0.1	2	11	1	2	2	4	-2	-9

Copied from the list:
In M4 ag, `Cc1cc(C)c2nc3nc(C)c(C)cc3c(N)c2c1` has the entry 1
In M4 ag, `O=S1(=O)C=CC(Sc2nc3ccccc3[nH]2)C1` (stereo unspecified) has the entry 1

Only M5 PAM and CHO-K1 Ca antag, for some of the entries so far:
smiles,M5 PAM,CHO-K1 Ca antag
N#Cc1sc2nc(-c3cccs3)cc(-c3ccc(Cl)cc3)c2c1N,1,7
Cc1cc(C)c2nc3nc(C)c(C)cc3c(N)c2c1,2,11
O=C1CSC(=S)N1c1cccc(Cl)c1,-6,-3
COc1cc(C2C(C(=O)/C=C/c3ccccc3)=C(O)C(=O)N2c2ccccn2)ccc1O (stereo unspecified),-1,12
CCc1c(-c2ccccc2)[n+](=O)c2c(n1[O-])CCC2,-6,-6

Next part
SMILES	CHO-K1 Ca ag	M5 ag	M5 PAM	M4 ag	M4 PAM	M5 antag	CHO-K1 Ca PAM	CHRM4 antagonist	CHO-K1 Ca antag
O=C(Cn1nc(-c2ccccc2)c2ccccc2c1=O)Nc1ccc(F)cc1	-0.3	-1	10	0	1	-1	-9	-1	4
CCOC(=O)C(CCCP(=O)(c1ccccc1)c1ccccc1)(NC(C)=O)C(=O)OCC	0.1	-2	12	1	-5	-5	12	5	-4
N#CCSc1nc2c(c(=O)n1Cc1ccco1)C1(CCCC1)Cc1ccccc1-2	0.5	-3	-2	-1	-4	0	9	-3	0
CCNC(=O)CC1C(=O)N(c2ccccc2)C(=O)N1Cc1ccc(OC)cc1 (stereo unspecified)	0.6	0	0	2	13	-1	4	3	-4
O=C(CSc1ccc(-c2ccccc2)nn1)N1CCOCC1	0.6	0	0	1	3	6	18	2	-9
Cc1ccsc1C1Nc2ccc3ncccc3c2C2=C1C(=O)CCC2 (stereo unspecified)	0.1	-3	1	1	1	2	0	7	-9
O=C(NCc1cccs1)C1CCN(S(=O)(=O)N2CCCC2)CC1	0.7	2	-2	3	2	-5	11	-2	-21
COc1ccc(C(C)=O)cc1CN1C(=O)NC(c2ccccc2)(c2ccccc2)C1=O	0.3	-2	-3	0	-4	12	-9	0	1
Cc1ccc2nc(-c3ccccc3)cc(C(=O)NCC3CCCO3)c2c1 (stereo unspecified)	3.4	4	-2	8	-8	5	6	6	-5
Cn1nc(C(F)(F)F)c(C(=O)Nc2ccc(F)cc2F)c1Oc1cccc(Cl)c1	-1.1	-11	-2	-3	2	-2	15	-22	-18
CC1C(=O)N(Cc2cn(Cc3ccco3)nn2)CCS(=O)(=O)N1Cc1ccc(-c2ccc(F)nc2)cc1 (stereo unspecified)	0.2	0	3	1	-2	0	0	5	-11
Nc1c(C(=O)Nc2ccc(F)cc2)nnn1-c1cccc(C(F)(F)F)c1	0.5	3	10	1	7	-6	7	-7	-3
CCc1ccc(NC(=O)Cn2cnc3sc(C)c(S(=O)(=O)N4CCOCC4)c3c2=O)cc1	3.6	0	0	21	-6	-2	11	0	-13
COc1ccc(CC(=O)N(CCC2=CCCCC2)c2c(N)n(Cc3ccccc3)c(=O)[nH]c2=O)cc1OC	0.5	-2	-2	2	1	9	25	-9	3
CCOC(=O)[C@H]1[C@H]2COc3ccccc3[C@@H]2N2C(=O)c3cc(OC)ccc3NC(=O)[C@@]12C	-0.5	-8	-20	2	-16	-5	15	21	-9
CCC(CO)Oc1cc(NCc2ccccc2C(F)(F)F)c2ncn(C(C)C)c2c1 (stereo unspecified)	-0.2	4	-2	6	4	14	-3	-1	-1
NNC(=O)C1CC1(c1ccccc1)c1ccccc1 (stereo unspecified)	0.7	-1	10	2	0	2	13	-1	-6
CC(/C=C/c1ccccc1)=N\NC(=S)NC(C)C	-0.3	-7	-2	-2	-3	10	12	5	12
O=C1CN(S(=O)(=O)c2cccc(C(=O)O)c2)c2ccccc2N1	-0.1	-2	0	1	8	0	11	-10	-18
Cn1c(SCC(=O)NC2CC2)nnc1-c1cccc(NC(=O)c2ccccc2F)c1	0.7	-10	3	1	-5	-3	10	11	-21
COc1ccc(F)cc1S(=O)(=O)NCC(c1ccco1)N1CCc2ccccc2C1 (stereo unspecified)	0.2	-6	-1	2	-6	-1	-8	-2	-7
CCN(C(=O)Cn1c(Cl)nc2c1c(=O)n(C)c(=O)n2C)C1CCCCC1	0.1	-1	-5	2	16	1	0	-7	0
O=C(CSc1nnc(COc2ccccc2)o1)N1CCN(c2ccccc2)CC1	3.0	-2	-9	6	7	4	-2	-14	-3
COCCSc1nnc(NC(=O)c2ccc(NC(=O)C(C)C)cc2)s1	0.9	1	0	1	0	5	17	-1	-17
N#Cc1c(-c2ccco2)cc(-c2ccccc2)[nH]c1=O	0.5	-1	-2	0	-5	10	2	6	-2

Further entries:
SMILES	CHO-K1 Ca ag	M5 ag	M5 PAM	M4 ag	M4 PAM	M5 antag	CHO-K1 Ca PAM	CHRM4 antagonist	CHO-K1 Ca antag
Cc1ccc(S(=O)(=O)c2nc(S(C)(=O)=O)sc2N2CCCCCC2)cc1	0.2	-7	-4	-1	-14	11	14	4	-14
COc1ccccc1NS(=O)(=O)c1ccc(-c2cc(C)no2)s1	4.8	1	6	5	-4	-8	17	1	-5
Cc1ccc(/C=N/Nc2ccc(F)cc2F)s1	-0.1	-2	3	1	-2	-11	-3	-4	-7
O=C(Cn1c2ccccc2c(=O)c2ccccc21)N/N=C/c1cc([N+](=O)[O-])ccc1N1CCCCC1	0.0	-1	-2	1	-4	-1	-3	-4	3
CC1CN(S(=O)(=O)c2ccc(C(=O)Nc3nncs3)cc2)CC(C)O1 (stereo unspecified)	1.3	1	-6	5	0	11	4	3	-3
CCCCC(c1nnnn1CC1CCCO1)N1CCN(c2cc(Cl)ccc2C)CC1 (stereo unspecified)	0.7	-5	-4	-2	-1	3	10	3	-6
COc1cccc(-c2nc(N3CCN(C)CC3)c3ccccc3n2)c1O	2.6	2	11	2	3	-2	15	-2	-13
CCn1c(COc2cc(C)cc(C)c2)nnc1SCC(=O)N1CCN(c2ccccc2)CC1	0.5	0	9	1	18	-6	30	9	-23
C=CCNC(=O)CN1C(=O)C2C3c4ccccc4C(c4ccccc43)C2C1=O (stereo unspecified)	0.4	4	5	0	-3	2	8	2	-10
Cn1c(=O)c2[nH]c(CSCc3ccccc3)nc2n(C)c1=O	6.9	2	-8	3	-2	16	20	-2	-16
COc1ccc(-c2ccc(-c3noc(-c4ccco4)n3)c(OC)n2)cc1	0.1	1	0	1	13	-1	12	-8	-14
CCCCCCc1cc2cc(C(=O)Nc3ccc(OC)cc3)c(=O)oc2cc1O	0.1	2	-1	1	5	2	8	-4	-6
CC12CCC(C3NC(=S)NN=C31)C2(C)C (stereo unspecified)	1.8	0	-10	0	2	13	25	13	-13
Cc1ccc(NS(=O)(=O)c2c(C)[nH]c(C)c2C(=O)N2CCCCC2)c(Br)c1	0.0	-5	-3	1	2	7	6	1	-6
Cc1ccc(NC(=O)CNCC2CCCCC2)cc1S(=O)(=O)N(C)C	3.3	5	9	5	2	-3	20	3	-9
COC(=O)CC/C(O)=C1\C(=O)CC(C)(C)CC1=Nc1ccccc1OC	0.6	-9	7	0	5	-4	12	-10	-11
O=C(Oc1oc(-c2ccco2)nc1C=Nc1ccc(Cl)cc1)c1ccco1	-0.3	0	-4	1	-1	1	-3	4	-1
CC[C@]12c3[nH]c4ccccc4c3CCN1C(=O)C(CC(=O)NCc1ccco1)C[C@@H]2C(=O)N1CCN(C(=O)c2ccco2)CC1 (stereo partly specified)	0.5	-1	2	1	4	-4	-8	1	1
N#C/C(=C(/O)Cc1cccc2ccccc12)c1nc2ccccc2s1	0.9	1	1	2	7	-5	3	-7	-1
